FXIIa inh 1536 – inhibitors of human coagulation factor XIIa | purified FXIIa, Boc-QGR-AMC fluorogenic substrate, 2 h | AID 800 | P00748 | 220,000 tested, 0.3% active | inhibition, % at 5 µM; in the data active means inhibition above about 40%;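 further: 0% = enzyme with no compound and 100% = blank without enzyme; many of its hits are not listed in these tables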
PPC-1+TRAIL kill – compounds killing PPC-1 cancer cells with TRAIL present (potentiator screen, no TRAIL-free arm). PPC-1 cells + TRAIL, ATPLite viability luminescence. cell killing (% activity), % at 4 µM. 220,000 tested, 0.41% active. AID 1443;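 active means cell killing above 50% in the first pass at 4 µM, then a duplicate retest at 5 µM averaging 50% or more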;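 further: plate controls were cells with TRAIL plus DMSO for no effect and medium-only wells lacking cells for full effect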
CHOP inh – inhibitors of CHOP induction in ER stress response; CHO-K1 CHOP-promoter luciferase, tunicamycin-induced, 15-18 h; inhibition, % at 10 µM; 220,000 tested, 3.8% active;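 active means compounds that reduced the stress-induced luciferase reporter signal by more than about 70% of percent inhibition, limit read from the data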;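 further: 0% = tunicamycin plus vehicle and 100% = wells without tunicamycin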
TNF death inh – inhibitors of TNF-alpha induced necroptosis in Jurkat FADD-/- cells. 220,000 tested, 0.068% active. AID 463075. activation (protection from cell death), % at 10 µM. Jurkat FADD-/- TNF necroptosis rescue, ATP luminescence, 24 h; 0 = TNF only, 100 = no-TNF cells;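 active means activation, meaning protection from cell death, of at least 50% relative to plate controls; inactive means activation below 50%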;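 further: necroptosis triggered by 40 ng/mL TNF-alpha added together with compound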
Tb hexokinase – T. brucei hexokinase 1 inhibition; recombinant TbHK1, G6PDH-coupled NADH A340; inhibition, % at 10 µM; 220,000 tested, 0.11% active; AID 1430;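 active means inhibition of 50% or more in the single-dose primary screen; inactive means inhibition below 50%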
Wee1 degr inh – blocks degradation of human Wee1 kinase; 220,000 tested, 1.2% active; HeLa Luc-Wee1K328M stability, luciferase luminescence; 100% = proteasome inhibitor MG132 effect; P30291; reporter increase, % at 5 µM;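 active means activation above the mean of all tested compounds plus 3 SD, set per screening run, cut at about 8.8% in these data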;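 further: cells exposed to compound for 20 h before luminescence read; 0% = DMSO alone and 100% = MG132 at 30 µM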
Target sequence (P30291 whole entry K328M): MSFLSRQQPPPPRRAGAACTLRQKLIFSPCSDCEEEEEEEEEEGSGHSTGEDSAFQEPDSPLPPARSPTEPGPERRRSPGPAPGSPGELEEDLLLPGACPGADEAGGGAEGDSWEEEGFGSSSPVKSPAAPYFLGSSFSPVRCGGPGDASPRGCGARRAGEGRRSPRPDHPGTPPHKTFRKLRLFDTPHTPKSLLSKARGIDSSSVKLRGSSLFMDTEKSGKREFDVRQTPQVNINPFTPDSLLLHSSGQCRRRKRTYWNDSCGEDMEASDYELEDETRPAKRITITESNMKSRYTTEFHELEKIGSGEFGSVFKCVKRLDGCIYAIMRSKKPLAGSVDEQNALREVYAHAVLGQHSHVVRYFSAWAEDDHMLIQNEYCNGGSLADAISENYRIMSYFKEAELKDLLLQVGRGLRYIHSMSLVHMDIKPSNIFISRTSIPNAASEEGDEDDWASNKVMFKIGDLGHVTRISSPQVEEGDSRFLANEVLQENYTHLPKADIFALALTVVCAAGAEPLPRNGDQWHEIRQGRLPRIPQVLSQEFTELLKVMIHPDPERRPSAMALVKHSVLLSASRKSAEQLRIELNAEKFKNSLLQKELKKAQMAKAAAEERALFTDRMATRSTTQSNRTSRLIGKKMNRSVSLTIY
zVAD death inh – blocks zVAD induced death of L929 cells. L929 zVAD necroptosis rescue, ATP luminescence, 24 h; with zVAD 60 µM. viability rescue, % at 10 µM. 220,000 tested, 0.38% active. AID 1377;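 active means activation, scaled between plate controls, above about 75%, limit read from the data; inactive means activation under that limit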;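 further: 0% = zVAD with DMSO and 100% = DMSO alone without zVAD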
FXIa inh 1536 – inhibitors of human coagulation factor XIa; P03951; AID 798; 220,000 tested, 0.14% active; purified FXIa, Boc-Glu-Ala-Arg-AMC fluorogenic substrate; inhibition, % at 5 µM;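 active means inhibition of at least 40%; inactive means inhibition below 40%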;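 further: fluorescence of freed AMC excited at 355 nm; 0% = enzyme without compound and 100% = no enzyme blank; many of its hits are not listed in these tables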
PGE2 EP2 inh – inhibitors of human EP2 prostaglandin E2 receptor. C6 glioma cells expressing human EP2, cAMP TR-FRET; cells stimulated with saturating PGE2. AID 1422. P43116. 260,000 tested, 0.52% active. inhibition, % at 25 µM;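 active means percent inhibition above 40 after rounding to a whole number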;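 further: rat C6 glioma host cells with rolipram phosphodiesterase inhibitor present; the protocol text gives 20 µM as final concentration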
Target sequence (P43116 whole entry, looked up): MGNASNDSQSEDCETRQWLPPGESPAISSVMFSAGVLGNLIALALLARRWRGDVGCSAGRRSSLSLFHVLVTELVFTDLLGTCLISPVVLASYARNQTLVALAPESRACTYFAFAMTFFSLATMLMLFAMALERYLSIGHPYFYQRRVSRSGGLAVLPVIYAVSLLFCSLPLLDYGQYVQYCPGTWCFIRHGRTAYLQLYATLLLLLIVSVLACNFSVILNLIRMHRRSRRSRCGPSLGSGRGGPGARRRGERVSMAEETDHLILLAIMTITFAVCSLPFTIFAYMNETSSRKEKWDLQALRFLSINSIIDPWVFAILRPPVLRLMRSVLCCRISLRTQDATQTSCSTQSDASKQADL
Numbers without * were called inactive; & = joins results of further samples.

Cc1cc2c(c(=O)n1CC1CCCO1)C(c1ccco1)C(C#N)=C(N)O2 (stereo not given) was read as FXIIa inh 1536 4, PPC-1+TRAIL kill 5, CHOP inh 8, TNF death inh -3.9, Tb hexokinase -6, Wee1 degr inh -2, zVAD death inh -0.2, FXIa inh 1536 -11 and PGE2 EP2 inh 7.
`CC(C)C(OC(=O)C1=Cc2ccccc2OC1)C(=O)NC1CCCC1` (stereo not given) gave FXIIa inh 1536 7, PPC-1+TRAIL kill -5, CHOP inh 23, TNF death inh 0.9, Tb hexokinase -11, Wee1 degr inh -1, zVAD death inh 0.2, FXIa inh 1536 -1 and PGE2 EP2 inh 5&8.
`CC1(C)N=C(c2ccc(Cl)cc2Cl)C(=O)N1` gave FXIIa inh 1536 9, PPC-1+TRAIL kill 5, CHOP inh 6, TNF death inh -1.1, Tb hexokinase 0, Wee1 degr inh 1, zVAD death inh 0.1, FXIa inh 1536 -2 and PGE2 EP2 inh 4.
Cn1c(O)c(C2=c3ccccc3=NC2=O)[nH]c1=S was read as FXIIa inh 1536 7, PPC-1+TRAIL kill 26, CHOP inh 84*, TNF death inh -0.4, Tb hexokinase 5, Wee1 degr inh 2, zVAD death inh 1.8, FXIa inh 1536 10 and PGE2 EP2 inh 8.
For CC(OC(=O)c1ccc(S(=O)(=O)NCc2ccco2)cc1)C(=O)Nc1ncc(Cl)cc1Cl (stereo not given) the results were FXIIa inh 1536 6, PPC-1+TRAIL kill 26, CHOP inh 12, TNF death inh 0.2, Tb hexokinase 9, Wee1 degr inh 0, zVAD death inh 0.9, FXIa inh 1536 5 and PGE2 EP2 inh 3.
CCCCCn1c(=O)[nH]c2cc(C(=O)O)ccc2c1=O was read as FXIIa inh 1536 -1, PPC-1+TRAIL kill 43, CHOP inh 30, TNF death inh 0.4, Tb hexokinase -6, Wee1 degr inh 4, zVAD death inh 1.1, FXIa inh 1536 -8 and PGE2 EP2 inh 8.
Screening COC(C[C@@H](O)[C@@H](C)[C@@H](O)COCc1ccccc1)OC returned FXIIa inh 1536 4, PPC-1+TRAIL kill 10, CHOP inh -2, TNF death inh 0.2, Tb hexokinase -11, zVAD death inh -0.3, FXIa inh 1536 -1 and PGE2 EP2 inh 11.
For O=C(CC1C(=O)NCCN1Cc1cccc(Oc2ccccc2)c1)NCC1CCOCC1 (stereo not given) the results were FXIIa inh 1536 8, PPC-1+TRAIL kill 10, CHOP inh -13, TNF death inh -0.4, Tb hexokinase -4, Wee1 degr inh 2, zVAD death inh 2.0, FXIa inh 1536 -5 and PGE2 EP2 inh 3.
COc1ccccc1-c1nc(SCc2ccccn2)n[nH]1 was read as FXIIa inh 1536 17, PPC-1+TRAIL kill 8, CHOP inh 1, FXIa inh 1536 9 and PGE2 EP2 inh 5.
`CC(=O)Nc1ccc(S(=O)(=O)Nc2nc3ccccc3nc2Nc2ccc(O)cc2)cc1` gave FXIIa inh 1536 13, PPC-1+TRAIL kill -3, CHOP inh -2, TNF death inh 0.3, Tb hexokinase -30, Wee1 degr inh 2, zVAD death inh 0.3, FXIa inh 1536 12 and PGE2 EP2 inh 6.
For CC(CNCC1CCCO1)COc1ccccc1 (stereo not given) the results were FXIIa inh 1536 9, PPC-1+TRAIL kill -18, CHOP inh -24, TNF death inh 0.9, Tb hexokinase 3, Wee1 degr inh -2, zVAD death inh 0.6, FXIa inh 1536 15 and PGE2 EP2 inh 15.
`Cc1nc(SCC(=O)NC(=O)NC(C)C)nc(C)c1C` gave FXIIa inh 1536 31, PPC-1+TRAIL kill 8, CHOP inh -11, TNF death inh 16, Tb hexokinase 8, Wee1 degr inh 1, zVAD death inh -0.9, FXIa inh 1536 23 and PGE2 EP2 inh 5.
O=C(NC1(C(F)(F)F)Oc2ccccc2O1)N1CCCC1 was read as FXIIa inh 1536 3, PPC-1+TRAIL kill 18, CHOP inh 2, TNF death inh -12, Tb hexokinase 4, Wee1 degr inh -2, zVAD death inh 6.0, FXIa inh 1536 -14 and PGE2 EP2 inh 7.
Screening CC(/C=N/n1c(-c2ccccn2)n[nH]c1=S)=C\c1ccccc1 returned FXIIa inh 1536 6, PPC-1+TRAIL kill -8, CHOP inh 10, TNF death inh -0.5, Tb hexokinase -25, Wee1 degr inh 1, zVAD death inh 1.0, FXIa inh 1536 -1 and PGE2 EP2 inh 17.
`CCOc1ccc(C(C)(N)C(=O)O)cc1` (stereo not given) gave FXIIa inh 1536 1, PPC-1+TRAIL kill -29, CHOP inh -11, TNF death inh -0.5, Tb hexokinase 2, Wee1 degr inh -2, zVAD death inh -0.3, FXIa inh 1536 -6 and PGE2 EP2 inh 7.

Filtered by structure, those above containing a COOH group (2)
CCCCCn1c(=O)[nH]c2cc(C(=O)O)ccc2c1=O was read as FXIIa inh 1536 -1, PPC-1+TRAIL kill 43, CHOP inh 30, TNF death inh 0.4, Tb hexokinase -6, Wee1 degr inh 4, zVAD death inh 1.1, FXIa inh 1536 -8 and PGE2 EP2 inh 8.
`CCOc1ccc(C(C)(N)C(=O)O)cc1` (stereo not given) gave FXIIa inh 1536 1, PPC-1+TRAIL kill -29, CHOP inh -11, TNF death inh -0.5, Tb hexokinase 2, Wee1 degr inh -2, zVAD death inh -0.3, FXIa inh 1536 -6 and PGE2 EP2 inh 7.

Additional records follow.
Cc1c(C#N)c(O)n(CCO)c(=O)c1N=Nc1ccc(S(N)(=O)=O)cc1 was read as FXIIa inh 1536 25, CHOP inh -8, TNF death inh -2.1, Tb hexokinase 7, Wee1 degr inh 4, zVAD death inh 0.3, FXIa inh 1536 27 and PGE2 EP2 inh 13.
`COc1ccc(OC)c(C2C(C#N)=C(N)Oc3c2c(C)nn3-c2ccc(C)cc2)c1` (stereo not given) gave FXIIa inh 1536 17, PPC-1+TRAIL kill 7, CHOP inh 56, TNF death inh -2.0, Tb hexokinase -1, Wee1 degr inh -1, zVAD death inh 2.8, FXIa inh 1536 4 and PGE2 EP2 inh 10.
For O=C(CNS(=O)(=O)c1ccc(Br)cc1)N1CCN(c2ccc(F)cc2)CC1 the results were FXIIa inh 1536 8, PPC-1+TRAIL kill 17, CHOP inh 39, TNF death inh -1.5, Tb hexokinase 2, Wee1 degr inh -2, zVAD death inh -0.6, FXIa inh 1536 1 and PGE2 EP2 inh 4.
O=C1CC(SCc2nc3ccccc3[nH]2)C(=O)N1c1cccc(Cl)c1 (stereo not given) was read as FXIIa inh 1536 10, PPC-1+TRAIL kill 11, CHOP inh 22, TNF death inh -0.7, Tb hexokinase 0, Wee1 degr inh 7, zVAD death inh -0.4, FXIa inh 1536 -3 and PGE2 EP2 inh 10.
`O=[N+]([O-])c1cc(-c2ncccn2)cs1` gave FXIIa inh 1536 8, PPC-1+TRAIL kill -6, CHOP inh -23, TNF death inh 0.7, Tb hexokinase -4, Wee1 degr inh 3, FXIa inh 1536 -2 and PGE2 EP2 inh 10.
`COc1cc(CC(=O)O)c(C(C)=O)cc1OC` gave FXIIa inh 1536 10, PPC-1+TRAIL kill -4, CHOP inh 10, TNF death inh -1.3, Tb hexokinase 4, Wee1 degr inh 2, zVAD death inh 0.5, FXIa inh 1536 3 and PGE2 EP2 inh 9.
C=CCn1c(COc2ccc(CC)cc2)nnc1SCC(=O)NC1CCS(=O)(=O)C1 (stereo not given) was read as FXIIa inh 1536 12, PPC-1+TRAIL kill 8, CHOP inh 11, TNF death inh -3.3, Tb hexokinase 1, Wee1 degr inh 0, zVAD death inh -0.6, FXIa inh 1536 3 and PGE2 EP2 inh 5.
CCCN1CCN(CCCNC(=S)Nc2ccc(F)cc2)CC1 was read as FXIIa inh 1536 13, PPC-1+TRAIL kill -2, CHOP inh -5, TNF death inh -1.3, Tb hexokinase 3, Wee1 degr inh -3, zVAD death inh 3.3, FXIa inh 1536 -3 and PGE2 EP2 inh 4.
For Cc1cc2ccccc2c(=O)n1CC(=O)NCC(=O)N(C)Cc1ccccc1 the results were FXIIa inh 1536 -7, PPC-1+TRAIL kill 38, CHOP inh 6, TNF death inh 0.8, Tb hexokinase -9, Wee1 degr inh 0, zVAD death inh 1.6, FXIa inh 1536 0 and PGE2 EP2 inh 7.
Screening COC(=O)CN1C(=O)N/C(=C/c2ccc(OC)cc2)C1=O returned FXIIa inh 1536 4, PPC-1+TRAIL kill 8, CHOP inh 11, TNF death inh 2.2, Tb hexokinase -56, Wee1 degr inh 0, zVAD death inh 0.6, FXIa inh 1536 -1 and PGE2 EP2 inh 11.
COCCNC(=O)c1cc(-c2ccc3c(c2)OCO3)on1 was read as FXIIa inh 1536 16, PPC-1+TRAIL kill 17, CHOP inh 21, TNF death inh 0.1, Tb hexokinase -1, Wee1 degr inh 2, zVAD death inh -0.4 and FXIa inh 1536 3.
COc1ccc(CCNC(=O)C2CC3Cn4c(nc5cc(C)c(C)cc54)C3N2C)cc1 (stereo not given) was read as FXIIa inh 1536 6, PPC-1+TRAIL kill 6, CHOP inh -11, TNF death inh 7.3, Tb hexokinase -12, zVAD death inh 0.5, FXIa inh 1536 -1 and PGE2 EP2 inh 11.
For CCn1c(CCNC(=O)c2ccc(OC)cc2)nnc1SCc1ccc(Cl)c(Cl)c1 the results were FXIIa inh 1536 14, PPC-1+TRAIL kill 15, CHOP inh 41, TNF death inh 3.3, Tb hexokinase 32, Wee1 degr inh 1, zVAD death inh 0.7, FXIa inh 1536 9 and PGE2 EP2 inh 6.
O=C(Nc1cccc(F)c1)N1CCN(C/C=C/c2ccccc2)CC1 was read as FXIIa inh 1536 -3, PPC-1+TRAIL kill 3, CHOP inh 29, TNF death inh -2.3, Tb hexokinase 29, Wee1 degr inh 2, zVAD death inh -0.5, FXIa inh 1536 -9 and PGE2 EP2 inh 11.
Screening CCn1c(C(=O)N2CCC(C(=O)NCc3cccs3)CC2)cc2sccc21 returned FXIIa inh 1536 13, PPC-1+TRAIL kill 6, CHOP inh 15, TNF death inh 0.6, Tb hexokinase -2, Wee1 degr inh -2, zVAD death inh 3.0, FXIa inh 1536 -1 and PGE2 EP2 inh 12.
`CC1CCCC(=C\c2ccccc2)/C1=N/O` (stereo not given) gave FXIIa inh 1536 20, PPC-1+TRAIL kill 6, CHOP inh -8, TNF death inh 0.5, Tb hexokinase 4, Wee1 degr inh -2, zVAD death inh 0.1, FXIa inh 1536 5 and PGE2 EP2 inh 6.
For Cc1ccc(NC2=Nc3ccccc3CC2)cc1 the results were FXIIa inh 1536 17, PPC-1+TRAIL kill -3, CHOP inh 58, TNF death inh 1.2, Tb hexokinase 0, Wee1 degr inh -1, zVAD death inh 0.1, FXIa inh 1536 8 and PGE2 EP2 inh 16.
Screening O=C(NNC(=O)C1C2CCC(C2)C1C(=O)O)c1ccc(Cl)cc1 (stereo not given) returned FXIIa inh 1536 4, PPC-1+TRAIL kill 2, CHOP inh -1, TNF death inh 0.1, Tb hexokinase 2, Wee1 degr inh 1, zVAD death inh 10, FXIa inh 1536 -6 and PGE2 EP2 inh 12.

In the list so far, 2 contain a furan ring, fused or not.
Cc1cc2c(c(=O)n1CC1CCCO1)C(c1ccco1)C(C#N)=C(N)O2 (stereo not given) was read as FXIIa inh 1536 4, PPC-1+TRAIL kill 5, CHOP inh 8, TNF death inh -3.9, Tb hexokinase -6, Wee1 degr inh -2, zVAD death inh -0.2, FXIa inh 1536 -11 and PGE2 EP2 inh 7.
For CC(OC(=O)c1ccc(S(=O)(=O)NCc2ccco2)cc1)C(=O)Nc1ncc(Cl)cc1Cl (stereo not given) the results were FXIIa inh 1536 6, PPC-1+TRAIL kill 26, CHOP inh 12, TNF death inh 0.2, Tb hexokinase 9, Wee1 degr inh 0, zVAD death inh 0.9, FXIa inh 1536 5 and PGE2 EP2 inh 3.

Screening data deposited in PubChem BioAssay by several laboratories.

A portion of the library; rates above refer to the full screens.
